SR-BI HDL uptake: inhibitors of SR-BI mediated HDL lipid uptake, primary screen, ldlA[mSR-BI] cells, fluorescence, single point; Scavenger receptor class B member 1 (Mus musculus), Q61009; ldlA[mSR-BI] CHO cells, DiI-HDL uptake fluorescence, 3 h; inhibition, % at 12.5 µM; 0.96% of 320,000 active; AID 488896, 2010;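 active = mean replicate inhibition of at least 70% and a set share of replicates each scoring 70 or more; inconclusive = meets just one of the two criteria; inactive = fails both criteria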;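 note: 0% = median of neutral control wells and 100% = median of positive control wells; values of inactives mirror those of a sister screen read the other way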
Target sequence (Q61009 whole entry, looked up): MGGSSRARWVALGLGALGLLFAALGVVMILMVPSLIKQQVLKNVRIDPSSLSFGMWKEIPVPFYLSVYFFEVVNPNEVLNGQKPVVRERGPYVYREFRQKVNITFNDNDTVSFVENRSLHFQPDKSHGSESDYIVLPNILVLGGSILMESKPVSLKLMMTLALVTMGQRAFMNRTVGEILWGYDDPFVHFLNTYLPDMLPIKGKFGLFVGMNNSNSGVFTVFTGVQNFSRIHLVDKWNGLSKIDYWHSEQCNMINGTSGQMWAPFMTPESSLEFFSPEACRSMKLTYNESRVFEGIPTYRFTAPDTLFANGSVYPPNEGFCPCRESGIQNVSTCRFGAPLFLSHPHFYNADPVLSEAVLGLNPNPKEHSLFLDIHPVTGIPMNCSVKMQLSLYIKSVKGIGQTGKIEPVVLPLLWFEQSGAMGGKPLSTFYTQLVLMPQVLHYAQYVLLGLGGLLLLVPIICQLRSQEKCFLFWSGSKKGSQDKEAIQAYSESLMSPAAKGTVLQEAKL
PvdQ inh: P. aeruginosa PvdQ acylase inhibitors, primary screen, biochemical, fluorescence, plate reader and imaging, single point; inhibition, % at 10 µM; purified PvdQ acylase; AID 488965, 2010; 0.063% of 340,000 active; PvdQ acylase [Pseudomonas aeruginosa LESB58]; in the data active = inhibition above about 30%, passing the limit was not always enough; inconclusive = no clear call, values can overlap the other calls;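 note: 0% = vehicle neutral wells and 100% = reference inhibitor wells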
MITF act: activators of MITF-driven TRPM1 promoter reporter, primary screen, cell-based, SK-MEL-5, luciferase, single point; SK-MEL-5 TRPM1-promoter luciferase, 24 h; % of positive control, neutral wells = 0; activation, % at 12.5 µM; 0.75% of 300,000 active; AID 588334, 2011;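 active = mean activation of at least 80% with every replicate also reaching 80%; inconclusive = mean reaches 80% but some replicate falls short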;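 note: 0% = neutral control wells and 100% = parthenolide positive control wells; values of inactives mirror those of a sister screen read the other way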
CDK5 p35 inh: inhibitors of human CDK5/p35 kinase, primary screen, biochemical, single concentration | Cyclin-dependent kinase 5 (Homo sapiens) + Cyclin-dependent kinase 5 activator 1 (Homo … | Recombinant CDK5/p35, ADP-Glo luminescence, 60 min | inhibition, % at 10 µM | 0.01% of 330,000 active | AID 488839, 2010;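 active = highest replicate inhibition of at least 50% and at least 75% of replicates reaching 50%; inconclusive = only one of the two criteria met; inactive = both criteria failed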;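 note: plate controls were DMSO neutral control for no effect and GW8510 at 10 µM for full effect; many of its hits are not listed in these tables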
HTR5A ag: HTR5A agonists in luminescence cell assay, primary screen, counter-screen for OPRM1-OPRD1 heterodimer agonist project, full-deck HTS; 5-hydroxytryptamine receptor 5A (Homo sapiens), P47898; cell-based; activation, % at 9.3 µM; 0.61% of 340,000 active; AID 504692, 2011; in the data active = activation mostly above about 9.5%, no sharp cut-off; inactive = mostly below about 7.6%;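 note: 0% = cells with vehicle only and 100% = reference agonist; strong numbers were not always called active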
Target sequence (P47898 whole entry, looked up): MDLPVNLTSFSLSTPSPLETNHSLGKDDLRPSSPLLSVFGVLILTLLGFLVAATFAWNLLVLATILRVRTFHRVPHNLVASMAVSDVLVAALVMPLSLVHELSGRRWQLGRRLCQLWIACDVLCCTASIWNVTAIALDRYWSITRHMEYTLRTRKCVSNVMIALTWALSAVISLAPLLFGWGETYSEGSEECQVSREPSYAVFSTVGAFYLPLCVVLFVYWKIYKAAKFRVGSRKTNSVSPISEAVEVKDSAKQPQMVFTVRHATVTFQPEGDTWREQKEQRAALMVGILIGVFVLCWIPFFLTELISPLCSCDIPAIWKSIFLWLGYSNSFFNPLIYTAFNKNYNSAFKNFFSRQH
NSD2 HMT inh: NSD2 histone methyltransferase inhibitors, primary screen, biochemical, AlphaScreen, single concentration, set 2. NSD2 peptide methylation, 120 min. inhibition, % at 12.5 µM. 0.54% of 310,000 active; in the data active = inhibition above about 50%
dFosB act: activators of delta FosB homodimer, primary screen, biochemical, fluorescence polarization, TAMRA-CDK5 oligo, single point | Protein FosB (Mus musculus), P13346 | purified delta FosB; percent of positive-control signal above neutral wells | activation, % at 25 µM | 0.99% of 340,000 active;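 active = mean activation above about 17%, with every replicate also reaching it, limit read from the data, passing the limit was not always enough; inconclusive = only one of the two conditions met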;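 note: fluorescence polarization rise as delta FosB binds a TAMRA Cdk5 AP-1 oligo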
V-ATPase pH: regulators of yeast V-ATPase proton pumping, primary screen, pHLuorin cytosolic pH fluorescence | response, % at 10 µM | 0.37% of 350,000 active | S. cerevisiae; in the data active = response mostly above about 7.3%, no sharp cut-off; inactive = mostly below about 5.4%; note: actives read high; inactives centre near 0; some compounds called inactive have numbers as strong as hits; reference of the scale not given here
HTR5A inv ctr: HTR5A inverse agonists in luminescence cell assay, primary screen, counter-screen for OPRM1-OPRD1 heterodimer inverse agonist project, full-deck HTS; 5-hydroxytryptamine receptor 5A (Homo sapiens), P47898; HTR5A cell line, inverse agonism; inhibition, % at 9.3 µM; 0.083% of 340,000 active; AID 504634, 2011; in the data active = inhibition mostly above about 23%, no sharp cut-off; inactive = mostly below about 18%;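 note: 0% = cells with DMSO and 100% = no-cell wells with DMSO; some compounds called inactive have numbers as strong as hits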
Wnt bcat act: Wnt/beta-catenin pathway activators, primary screen, cell-based, plate reader, single point | activation, % at 9.35 µM | 1.2% of 300,000 active | AID 743398, 2014 | Wnt/beta-catenin reporter cell assay, activator; in the data active = activation above about 30%, passing the limit was not always enough; inconclusive = no clear call, values can overlap the other calls;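 note: 0% = neutral control wells and 100% = positive control wells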
* marks the source's active call; other numbers are inactive results; ? = inconclusive; · = no result given; & = joins results of further samples.

SMILES	SR-BI HDL uptake	PvdQ inh	MITF act	CDK5 p35 inh	HTR5A ag	NSD2 HMT inh	dFosB act	V-ATPase pH	HTR5A inv ctr	Wnt bcat act
CC(=O)Nc1cccc(NC(C)=C(C#N)C#N)c1	-14	-16	-4	-2.4	-2	-2	-1	-1	-1	·
Cc1cc(F)ccc1S(=O)(=O)NCC(c1ccc2c(c1)OCO2)N1CCOCC1 (centres undefined)	-29	23	-2	-2.0	0	0	-9	3	1	2
COc1ccc(S(=O)(=O)N/N=C(/C)c2ccc(Cl)cc2)cc1	-19	5	8	2.5	2	1	-6	-2	-14	-3
CCOc1ccccc1N(CC(=O)NC1CCCCC1)S(C)(=O)=O	-27	-8	-1	-0.7	10	3	4	0	9	-6
CCOc1ccc(NC(=O)N2CCC(NC(=O)C(Cc3ccc(OC)c(OC)c3)NC(C)=O)CC2)cc1 (centres undefined)	5	-6	8	-0.2	1	·	6	1	-12	-2&-2
Clc1ccc(-n2nnc(-c3nccs3)n2)cc1Cl	-1	-18	41	-3.8	-1	·	-2	2	-7	?
Cc1cc(C(=O)CSc2n[nH]c(N)n2)c(C)n1-c1ccc2c(c1)OCO2	-18	-6	12	-4.2	2	11	-2	-1	18	·
O=C1CN(C(=O)/C=C/c2ccccc2F)c2ccccc2N1	11	-3	8	-2.7	-1	0	-8	-3	3	11
Nc1cc2c(cc1Cl)-c1ccc([N+](=O)[O-])cc1C2=NO	24	-12	2	8.3	-1	-2	11	2	5	-2
O=C(NC(Cc1c[nH]c2ccccc12)C(=O)O)c1ccc(F)cc1 (centres undefined)	2	-29	0	-5.9	4	-1	-3	-1	2	4
CCCn1c(N)c(C(c2ccc(OC)cc2)N2CCN(c3ccccc3)CC2)c(=O)[nH]c1=O (centres undefined)	0	-13	17	1.6	-2	3	-6	0	4	·
CN(C(=O)c1ccc(Cl)cc1)C1CCS(=O)(=O)C1 (centres undefined)	-37	-13	6	0.2	0	1	5	5	-1	-1
CS(=O)(=O)N(CC(=O)Nc1cccc(F)c1)c1cccc([N+](=O)[O-])c1	-381	-10	·	-0.6	-4	2	-6	2	15	4
CC1(C)Cc2ccccc2C(NNC(=O)c2ccc(Br)o2)=N1	-16	-9	-9	0.3	2	-2	-2	4	-5	0
CCOC(=O)c1cnc(-n2[nH]c(C)cc2=O)[nH]c1=O	-29	5	12	0.5	·	-11	-9	-1	·	-2
COc1ccc(/C=C/CN2CCCC(CO)(Cc3cccc(Cl)c3)C2)cc1 (centres undefined)	-2	-13	-1	0.2	3	2	6	-3	-9	-1
O=C(NNC(=S)NC1CCCCC1)c1ccccc1Br	-22	-11	8	-2.7	-4	-2	-5	-3	16	-2
O=C(CNS(=O)(=O)c1ccc(Br)s1)N1CCN(c2ccc(F)cc2)CC1	·	0	4	-0.5	2	-2	-5	6	-2	-5
COc1cccc(SCc2noc(C(=O)NCC3CCCO3)c2C(=O)O)c1 (centres undefined)	-16	-14	-2	-1.3	8	·	-10	-2	-22	-5
CCc1ccc(N2CC(C(=O)NC3CC3)CC2=O)cc1 (centres undefined)	·	-21	6	-2.9	-1	-1	-3	-2	4	1
CC(Oc1ccc(Br)cc1Cl)C(=O)Nc1ccncc1 (centres undefined)	2	2	-24	-0.8	1	-5	0	0	16	-3
Cc1ccc(OCC(O)Cn2c(=N)n(CCN3CCCCC3)c3ccccc32)cc1 (centres undefined)	30	-12	-21	-0.2	·	11	5	-2	·	-6
O=C(CNC(=O)c1cc(-c2ccccc2)nn1-c1ccccc1)Nc1ccccc1Br	-27	-9	0	1.1	4	-1	-7	0	16	2
COc1ccc(C(=O)Nc2c(-c3ccccc3)nc3ccccn23)c(OC)c1	19	-9	4	-0.1	-2	5	-3	3	7	1
Cc1onc(-c2ccccc2)c1C(=O)Nc1ccc2c(c1)OCO2	14	-7	8	-3.5	3	1	0	1	16	·
CC[C@]12c3[nH]c4ccccc4c3CCN1C(=O)C(CC(=O)NCCN1CCOCC1)C[C@@H]2C(=O)N1CCN(C(=O)c2ccco2)CC1 (some centres undefined)	-8	-8	-6	-0.1	-3	·	-10	2	10	-2
O=C(CSc1nc2[nH]ncc2c(=O)[nH]1)Nc1ccc(F)cc1	-19	-32	-12	-5.3	-4	-2	3	-1	11	0
CCc1ccc(N2CC(C(=O)Nc3ccc4c(c3)OCO4)CC2=O)cc1 (centres undefined)	-10	-14	2	-0.8	-5	-2	8	2	13	0
COC(=O)c1sccc1NN1C(=O)c2ccccc2C1=O	4	-7	-13	-0.9	3	-1	-10	-2	18	40*
CCC(=O)c1ccc(OCC(=O)Nc2ccc(N3CCCCC3)cc2)cc1	36	-9	4	-0.6	1	-4	-4	9.8*	-2	1

Results in dFosB act, for 2 of the compounds above:
compound,dFosB act
COc1ccc(C(=O)Nc2c(-c3ccccc3)nc3ccccn23)c(OC)c1,-3
CC(Oc1ccc(Br)cc1Cl)C(=O)Nc1ccncc1 (centres undefined),0

Next entries follow:
SMILES	SR-BI HDL uptake	PvdQ inh	MITF act	CDK5 p35 inh	HTR5A ag	NSD2 HMT inh	dFosB act	V-ATPase pH	HTR5A inv ctr	Wnt bcat act
COc1ccc(F)cc1S(=O)(=O)N1CCN(C(=O)c2ccco2)CC1	-14	-11	·	-0.3	3	0	10	1	-12	0
Cc1ccc(C(CNC(=O)C(=O)Nc2ccc3c(c2)OCCO3)N2CCN(C)CC2)cc1 (centres undefined)	-8	-15	-1	-2.3	-3	7	-2	3	7	-3
CC1(C)C=Cc2c(c3c(c4c(=O)c(-c5ccc(O)cc5)coc24)OC(C)(C)CC3)O1	29	0	-6	-0.6	-1	·	-22	-2	13	-2
CCc1cccc(CC)c1NC(=O)COn1nnc2ccc(C(F)(F)F)cc21	4	-10	4	-3.9	6	-2	-5	-1	-24	·
Cc1ccc(OCCCC(=O)Nc2ccc(Cl)c(S(=O)(=O)N3CCOCC3)c2)cc1	20	-5	-36	-0.2	2	-1	-14	-1	-5	-4
COc1cccc(NC(=O)C2CC(=O)OC23CCOC(C)(C)C3)c1 (centres undefined)	-1	2	-2	-1.0	-2	-1	0	-3	15	·
CCc1ccc(NC(=O)Nc2ccc3c(c2)CCC3)cc1	0	2	51	-1.7	0	0	-9	-2	0	10
CCCCc1ccc(-c2csc(/C(C#N)=C\c3ccc(C)o3)n2)cc1	30	-2	-3	0.6	-2	-4	-15	1	-6	-1
COc1ccc(-c2cc(O)cc(O)c2)cc1	-12	5	43	-1.0	0	4	1	-5	6	·
CCN(CC)C(=O)CSc1nnc(COc2ccccc2)n1N	-6	12	8	-0.1	-1	-2	-7	1	3	-2
Cc1cc(C)c(NC(=O)Cn2c(=O)c3cccn3c3ccccc32)c(C)c1	0	-14	0	-1.2	1	0	39*	-4	-22	2
Cc1ccccc1NS(=O)(=O)c1ccc(C2CNC(=O)C2)cc1 (centres undefined)	8	-8	-5	0.7	8	0	4	1	-25	·
O=C(OCc1c(-c2ccccc2)ncc2ccccc12)c1ccc(Cl)cc1Cl	15	2	-5	0.6	-7	·	-5	2	17	4
Cc1cnc(CNC(=O)C2CCC(=O)N(CCc3cccc(F)c3)C2)[nH]1 (centres undefined)	-12	6	-3	0.8	5	0	3	-2	-5	0
CCCC(=O)Nc1ccc2oc(-c3ccc(OC)c(Br)c3)nc2c1	51	-4	?	0.2	5	-2	-11	2	-39	24
COc1ccc(C(CC(=O)O)NS(=O)(=O)c2ccc(C)cc2)cc1 (centres undefined)	20	3	-10	-1.6	2	1	0	-5	-20	·
O=C(C1CCN(Cc2ccccc2)CC1)N1CCCC1	-12	-2	·	-1.0	-1	-2	2	0	1	2
Cc1ccc(-n2c(C)nnc2SCC(=O)NC2CC2)cc1	-1	3	-8	-0.7	-5	-3	7	-2	-3	3
Clc1ccc(-c2nnc3c4ccccc4nc(N4CCOCC4)n23)cc1Cl	26	-17	1	-3.2	-2	6	-17	-3	4	20
CCN(C[C@H]1N[C@@](Cc2ccccc2)(C(=O)OC)[C@H]2C(=O)N(Cc3ccccc3)C(=O)[C@@H]12)S(=O)(=O)c1ccc(-c2ccccc2)cc1	-3	-20	0	0.3	-3	·	-14	0	12	-3
Cc1ccc(NC(=O)CSCC(=O)Nc2ccc(N3CCOCC3)cc2N2CCOCC2)cc1	9	-6	-7	0.2	-9	0	-6	2	19	-2
CCOC(=O)Cc1csc(NC(=O)c2ccoc2C)n1	-6	-2	22	6.6	-1	3	-10	2	-15	·
Fc1cccc(CN2CCN(c3ncccn3)CC2)c1	-27	-10	5	1.3	-2	1	1	-2	6	-3
COc1ccc(C2SCCN2S(=O)(=O)c2ccccc2)cc1OC (centres undefined)	25	-20	1	0.6	4	-5	-3	-4	-14	-3
COc1ccc(C(=O)Nc2ccccc2SCc2cc(=O)n3nc(C)sc3n2)cc1OC	-13	-12	2	2.6	4	1	-12	3	10	3
Cc1nc([N+](=O)[O-])c(Br)n1CC(=O)c1ccc2ccccc2c1	14	-11	·	-0.2	5	·	-5	3	-32	·
O=C(Nc1ccccc1Oc1cccnc1)C1CCCN(Cc2ccc(F)cc2)C1 (centres undefined)	0	-3	-5	-2.0	-2	0	-6	6	4	1
O=C(CCC1CCCC1)NCCCN1CCOCC1	-12	-14	·	0.3	-3	-1	2	-1	-8	-4
Cc1cccc(NC(NC(=O)c2ccccc2[N+](=O)[O-])C(Cl)(Cl)Cl)c1 (centres undefined)	26	8	-2	-1.8	-4	0	8	-1	23	-2
COc1ccc(N(CC(=O)Nc2cccc(N(C)S(C)(=O)=O)c2)S(=O)(=O)c2ccc(F)cc2)cc1	53	-7	-6	0.3	-2	-15	-9	0	6	0
O=C1CC(c2ccccc2Oc2cccc(Cl)c2)C(n2cncn2)C(=O)C1C1NCCc2ccccc21 (centres undefined)	·	-12	-7	-1.0	-2	-1	-11	0	4	-4
O=C(NC1CCCCC1)c1cc(-c2ccccc2O)on1	10	-13	124*	0.7	1	·	1	3	4	22
CCOC(=O)C[n+]1c(C)csc1C	-53	-11	8	0.2	-1	-3	11	-1	-6	0
CCOC(=O)C1(CCOc2ccccc2)CCN(C(=O)c2ccc(-n3cccn3)cc2)CC1	59	6	0	0.3	4	1	-11	0	-2	-24
Cc1cc(NC(=O)CSCC(=O)Nc2ccc(Cl)c(C(F)(F)F)c2)no1	8	13	7	0.0	-3	0	-1	3	8	7
Cc1ccc(NC(=O)CO/N=C(\N)c2ccccc2)cc1C	·	-13	10	1.2	1	-1	-2	3	-3	-2
